Bioassay records as filed in PubChem BioAssay.
H37Rv inhibition: M. tuberculosis growth inhibition, HTS (AID 449762) | M. tuberculosis H37Rv growth inhibition, 7H9 media; higher % means a stronger effect | inhibition, % at 25 µM, or IC50 in µM where a hit was titrated | hit rate 0.59% among 330,000; in the data active = a potency from the dose series; inconclusive = inhibition above about 70% without an active follow-up result;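 note: bacterial growth assessed after seven days of incubation; strong numbers were not always called active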
VEEV TC-83 Vero: inhibitors of VEEV TC-83 cytopathic effect, confirmation, Vero cells (AID 588727) | Vero cells, VEEV TC-83 cytopathic effect inhibition; higher % means a stronger effect | hit rate 0.13% among 350,000 | one-dose inhibition, % at 20 µM; IC50 in µM for titrated hits; in the data active = a potency from the dose series; inconclusive = inhibition mostly from about 14% at the one dose, without a potency; inactive = the rest, 99 in 100 with inhibition below about 12%; note: strong numbers were not always called active
M. tuberculosis: growth inhibition of non-replicating M. tuberculosis (AID 488890); Mycobacterium tuberculosis non-replicating, growth inhibition; higher % means a stronger effect; hit rate 0.39% among 320,000; one-dose inhibition, % at 25 µM; IC50 in µM for titrated hits; in the data active = a potency from the dose series; inconclusive = inhibition mostly from about 82% at the one dose, without a potency; inactive = the rest, 99 in 100 with inhibition below about 76%;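 note: plate controls were DMSO cells for no effect and high antibiotic wells for full effect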
H1N1 NS1A inhibition: H1N1 influenza NS1A inhibitors, functional cell based assay (AID 504329); NS1A functional cell-based assay, percent inhibition; higher % means a stronger effect; one-dose inhibition, % at 12.5 µM; IC50 in µM for titrated hits; hit rate 0.3% among 340,000; in the data active = a potency from the dose series; inconclusive = inhibition above about 27% without an active follow-up result; note: strong numbers were not always called active
PhoP GFP inhibition: Inhibition of PhoP regulon, Salmonella typhi GFP reporter cells, confirmation, 4 h (AID 1850) | Salmonella Typhi PhoP-promoter GFP reporter, fluorescence, 4 h; higher % means a stronger effect | one-dose inhibition, % at 50 µM; IC50 in µM for titrated hits | hit rate 0.33% among 310,000; in the data active = a potency from the dose series; inconclusive = inhibition mostly from about 25% at the one dose, without a potency; inactive = the rest, 99 in 100 with inhibition below about 19%;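 note: 0% = induced wells with vehicle and 100% = uninduced wells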
VEEV TC-83 Vero 10K pilot screen: also measured in VEEV TC-83 Vero; calls as there; inhibition, %; measured here: 10K pilot screen inhibition
The depositor's hits bear a star; i = inactive; ? = inconclusive; / = no result given.

SMILES	H37Rv inhibition	VEEV TC-83 Vero	M. tuberculosis	H1N1 NS1A inhibition	PhoP GFP inhibition	others
CCN(CC)c1ccc(C2C(C(=O)OCCOC(C)C)=C(C)NC3=C2C(=O)CCC3)cc1 (centres undefined)	-5%	0.6%	-5%	-10%	5%
O=C(CSc1nnc(Nc2ccccc2F)s1)NC1CCCC1	1%	1.4%	61%	-13%	/
CCC1CCCCN1CCCNC(=O)Cn1ncc2c(C)n(Cc3ccccc3Cl)c(C)c2c1=O (centres undefined)	-3%	0.1%	56%	1%	7%
Cc1cc(C(=O)N/N=C/c2ccc([N+](=O)[O-])cc2)c(C)o1	6%	0.4%	-13%	-2%	-1%
CCOc1ccc(S(=O)(=O)N2CCN(C)CC2)c(C)c1C	1%	0.1%	11%	-10%	6%
COc1ccccc1COCC(O)CN1CCCCC1CO (centres undefined)	2%	i	14%	-13%	8%
CCC(=O)Nc1cccc(-c2nnc(SCC(=O)NCc3ccco3)n2C)c1	-11%	3.5%	9%	-2%	-2%
O=C(C1CC1)N(CCc1ccccc1)Cc1nc2ccccc2c(=O)[nH]1	-8%	i	2%	-3%	-7%
CCN(CC)c1ccc(/C=N/NC(=O)CNC(=O)/C=C/c2ccco2)cc1	16%	i	76%	10%	-5%
C=CCn1c(O)c(C(C)=NCCc2ccccc2)c(=O)[nH]c1=O	-10%	i	2%	-3%	-3%
COc1ccccc1NC(=O)C(C)OC(=O)c1cccc(-n2cnnn2)c1 (centres undefined)	2%	7.0%	4%	-4%	-5%
COC(=O)Nc1ccc(Oc2ccccc2)cc1	-15%	i	38%	-1%	10%
O=C(NCc1cccc(C(F)(F)F)c1)C1CC(c2ccccc2[N+](=O)[O-])=NO1 (centres undefined)	4%	0.6%	41%	1%	-18%
CC1=C(C#N)C(c2ccc(O)cc2)C2=C(CC(C)(C)CC2=O)N1 (centres undefined)	2%	0.4%	-21%	-3%	4%
CN(CC(=O)NCCc1ccc(S(N)(=O)=O)cc1)S(=O)(=O)c1ccc(Br)s1	-1%	i	13%	-2%	-10%
O=[N+]([O-])c1ccccc1C=NNc1ccccc1	/	i	/	28%	/
O=C(Nc1nc(-c2ccccc2)c(-c2ccccc2)o1)c1ccc(F)cc1	?	1.9%	?	8%	3%
CCCCCCCc1c(C)nc(N2CCOCC2)[nH]c1=O	-5%	1.0%	12%	5%	-3%	VEEV TC-83 Vero 10K pilot screen=1.1
CC(=O)Nc1ccc(-c2cc(-c3ccc(NC(C)=O)cc3)nc(-c3ccccc3)n2)cc1	8%	0.2%	1%	0%	-13%
CCOC(=O)CN1C(=O)CC(c2ccccc2)C1=O (centres undefined)	7%	i	14%	-1%	-5%
COc1cccc(-c2nc(CCl)cs2)c1OC	-3%	4.0%	3%	-3%	1%
O=C(OC1CCOC1=O)c1cc(-c2cccc(Br)c2)nc2ccccc12 (centres undefined)	2%	1.3%	17%	10%	-1%
Cc1cc(C)nc(N2CCN(C(=O)CCC(=O)Nc3nnc(C(C)C)s3)CC2)n1	-1%	1.4%	15%	-5%	-1%
Cc1cccc(C(=O)O/N=C(/c2ccccc2)c2ccncc2)c1	-14%	1.4%	19%	2%	4%
Cc1oc2c(C)c3oc(=O)c(CCC(=O)NCCCn4ccnc4)c(C)c3cc2c1C	2%	4.5%	36%	-13%	0%
COc1ccc(N(CC(=O)NN=C2CCCCCCC2)S(=O)(=O)c2ccccc2)cc1	-2%	0.8%	4%	6%	2%
C=C(C)COc1ccc(-c2nc(N)ncc2-c2ccc(Br)cc2)c(O)c1	?	30%	9%	-6%	-7%
Cc1nnsc1C(=O)N1CCCC(N2CCN(c3cccc(C(F)(F)F)c3)CC2)C1 (centres undefined)	-4%	i	-3%	-3%	-1%
Cc1cc(NS(=O)(=O)c2ccc(NC(=O)CSc3nc4ncc(Br)cc4[nH]3)cc2)nc(C)n1	-1%	0.7%	52%	2%	9%
COc1ccc(CCNC(=O)CC(=O)N/N=C/c2ccc(C(=O)O)cc2)cc1OC	1%	0.5%	22%	-3%	-4%
COC(=O)c1c(-c2ccsc2)sc2ccc(-c3cc(OC)c(OC)c(OC)c3)cc12	?	8.8%	58%	-4%	/
Cc1ccccc1-c1nnc(SCc2ccc(F)cc2)o1	-3%	i	46%	1%	-8%
CC1CCC2(CC1)SCC(=O)N2c1ccccc1 (centres undefined)	-12%	0.8%	/	8%	-13%
O=C(N/N=C/c1ccccc1C(=O)O)c1cccc(S(=O)(=O)Nc2cc(Cl)ccc2Cl)c1	-5%	1.0%	21%	-5%	1%
COc1ccc(N2CCN(C(=S)Nc3ccc(C)cc3C)CC2)cc1	1%	2.6%	-24%	-9%	-2%
CC(C)NC(=O)NC(=O)CSc1nnc(COc2ccccc2F)n1C(C)C1CC2CCC1C2 (centres undefined)	14%	i	14%	3%	-2%
O=C(c1ccccc1)N1CCN(c2ccc(NCc3ccc4c(c3)OCO4)cc2)CC1	-3%	0.9%	10%	17%	4%	VEEV TC-83 Vero 10K pilot screen=0.6
COc1ccc(-c2cc(C)no2)cc1S(=O)(=O)N1CCCN(Cc2ccccc2Cl)C1	-1%	i	23%	11%	2%
Cc1ccccc1C(O)c1ccncc1 (centres undefined)	-12%	i	-13%	2%	-5%
O=c1oc2ccccc2n1Cn1c(=O)oc2ccccc21	-9%	1.0%	12%	-3%	-16%
CC1CCCN(CC(=O)c2ccc(Cl)c(Cl)c2)C1 (centres undefined)	-1%	i	24%	-3%	6%
Cc1onc(-c2c(Cl)cccc2Cl)c1C(=O)Nc1ccc(C(N)=O)cc1	0%	1.3%	-8%	-10%	6%
O=C(Nc1cccc(S(=O)(=O)N2CCCCC2)c1)c1ccc([N+](=O)[O-])o1	?	4.9%	4.1µM*	4%	0%
COc1cccc(CNC(=O)c2ccccc2NC(=O)C2=C(C)OCCS2)c1	8%	3.2%	9%	1%	2%
CCc1nnc(NC(=O)CSc2nnc3c(C)cc4c(C)ccc(C)c4n23)s1	10%	8.9%	11%	1%	-6%

Among those listed so far, 2 contain a thiophene ring, fused or not.
SMILES	H37Rv inhibition	VEEV TC-83 Vero	M. tuberculosis	H1N1 NS1A inhibition	PhoP GFP inhibition	others
CN(CC(=O)NCCc1ccc(S(N)(=O)=O)cc1)S(=O)(=O)c1ccc(Br)s1	-1%	i	13%	-2%	-10%
COC(=O)c1c(-c2ccsc2)sc2ccc(-c3cc(OC)c(OC)c(OC)c3)cc12	?	8.8%	58%	-4%	/

Following part:
SMILES	H37Rv inhibition	VEEV TC-83 Vero	M. tuberculosis	H1N1 NS1A inhibition	PhoP GFP inhibition	others
OCCCc1nc2n(n1)C(c1ccccc1)C=C(c1ccccc1)N2 (centres undefined)	-1%	2.0%	/	-2%	-16%
O=C(NCc1cn(-c2ccccc2)nc1-c1ccccc1)c1cccc([N+](=O)[O-])c1	-2%	3.8%	17%	-11%	0%
CCNS(=O)(=O)c1ccc(C(=O)OCC(=O)N2CCCc3ccccc32)cc1	6%	0.2%	35%	-2%	/
Cc1noc(NS(=O)(=O)c2ccc(NC(=O)CSc3nc4c(cc3C#N)CCCC4)cc2)c1C	-6%	0.7%	/	-16%	12%
CCN(c1ccc(C(O)(C(=O)OC)C(F)(F)F)cc1)S(=O)(=O)c1ccc(C)cc1 (centres undefined)	-7%	i	4%	-12%	-13%
Cc1ccc(-c2nc(S(=O)(=O)c3ccc(C)cc3)c(SCC(=O)NCC3CCCO3)o2)cc1 (centres undefined)	9%	i	6%	-6%	-5%
COc1ccc(NC2CCCN(C(=O)c3cn(C)c4ccccc34)C2)cc1 (centres undefined)	0%	1.3%	16%	0%	10%
Cc1ccc(OCC(=O)N2c3ccccc3CC2C)c([N+](=O)[O-])n1 (centres undefined)	1%	1.0%	6%	-5%	5%
COc1ccccc1NS(=O)(=O)c1ccc2[nH]c(=O)[nH]c2c1	53%	0.6%	38%	1%	11%
Cc1ccc(NC(=O)c2ccc(S(=O)(=O)N(C)c3ccccc3)cc2)cc1S(=O)(=O)N1CCOCC1	/	7.4%	/	-12%	/
COc1ccc(Oc2nc3ccccc3n(C)c2=O)cc1	-6%	0.7%	-7%	25%	-1%
Cc1onc(-c2c(Cl)cccc2Cl)c1C(=O)NN1CCCCCC1	-4%	2.7%	14%	1%	8%
Cc1nc2c(=O)[nH]c3ccccc3c2o1	-10%	0.5%	-24%	0%	-15%
COc1ccc(CCNC(=O)Cc2ccc(OCc3ccccc3)c(OC)c2[N+](=O)[O-])cc1OCc1ccccc1	0%	2.7%	6%	-10%	0%
O=C(O)CCC(=O)N1CCN(c2nc(-c3ccccc3)c3ccccc3n2)CC1	4%	0.8%	1%	-3%	-9%

Some of these compounds in order of SMILES length, ascending.
SMILES	H37Rv inhibition	VEEV TC-83 Vero	M. tuberculosis	H1N1 NS1A inhibition	PhoP GFP inhibition	others
Cc1nc2c(=O)[nH]c3ccccc3c2o1	-10%	0.5%	-24%	0%	-15%
COc1ccc(Oc2nc3ccccc3n(C)c2=O)cc1	-6%	0.7%	-7%	25%	-1%
COc1ccccc1NS(=O)(=O)c1ccc2[nH]c(=O)[nH]c2c1	53%	0.6%	38%	1%	11%
COc1ccc(NC2CCCN(C(=O)c3cn(C)c4ccccc34)C2)cc1 (centres undefined)	0%	1.3%	16%	0%	10%
Cc1ccc(OCC(=O)N2c3ccccc3CC2C)c([N+](=O)[O-])n1 (centres undefined)	1%	1.0%	6%	-5%	5%
O=C(NCc1cn(-c2ccccc2)nc1-c1ccccc1)c1cccc([N+](=O)[O-])c1	-2%	3.8%	17%	-11%	0%
Cc1noc(NS(=O)(=O)c2ccc(NC(=O)CSc3nc4c(cc3C#N)CCCC4)cc2)c1C	-6%	0.7%	/	-16%	12%

New compounds follow:
SMILES	H37Rv inhibition	VEEV TC-83 Vero	M. tuberculosis	H1N1 NS1A inhibition	PhoP GFP inhibition	others
CN(CC(=O)Nc1ccc(N2CCOCC2)cc1)C(=O)c1cccc(Cl)c1Cl	-8%	1.4%	-4%	1%	4%
CCOC(=O)c1nc2ccccc2c(=O)[nH]1	2%	0.6%	-1%	8%	11%
COc1cccc(OCC(=O)NNC(=O)C(=O)N2CCCC2)c1	-1%	0.2%	-5%	-9%	-4%
CCCC(=O)Nc1cc(C)c2c(=O)oc3ccccc3c2n1	-8%	9.7%	/	9%	-12%
COc1cc(OC)cc(C(=O)NCC(=O)N2CCCCCCC2)c1	2%	3.1%	9%	-15%	/
CCC(C)NC(=O)CC(c1ccc(OC)cc1)n1cccc1 (centres undefined)	-11%	1.0%	6%	5%	2%
CCOc1ccc(C2NC(=O)NC(c3ccccc3)=C2C(C)=O)cc1OC (centres undefined)	0%	2.1%	1%	4%	-4%
COC(=O)C(c1ccccc1)N(Cc1cccc(CN(C(C(=O)OC)c2ccccc2)S(C)(=O)=O)c1)S(C)(=O)=O (centres undefined)	12%	0.1%	38%	6%	-22%
COc1ccc(CN2CCNC(=O)C2CC(=O)NC2CCCCCCC2)cc1C (centres undefined)	1%	1.3%	31%	2%	7%
CC1(c2nnc(-c3ccccc3)o2)CC(c2ccc(Cl)cc2)=NO1 (centres undefined)	2%	1.0%	1.5µM*	-2%	0%
OC[C@@H](O)CCl	-4%	/	-16%	/	-13%
COc1ccccc1-n1cnnc1SC(C)C(=O)Nc1cccc([N+](=O)[O-])c1 (centres undefined)	2%	4.4%	7%	-5%	3%
CCOC(=O)c1nnn2c1nc(SCC(C)=O)c1ccccc12	-2%	1.5%	-7%	/	-5%
COc1ccc(OC)c(C(=O)c2ccc(C(=O)Nc3cccc4ccccc34)cc2)c1	1%	1.5%	-9%	-3%	-5%
Cc1ccccc1N=C1NC(=O)/C(=C/c2cccnc2)S1	-1%	2.3%	20%	-2%	-10%
Cc1c2cnn(CC(=O)NCCN3CCOCC3)c(=O)c2c(C)n1Cc1ccccc1F	/	1.3%	/	2%	/
Cn1ccnc1Sc1cc(NCCCO)c([N+](=O)[O-])c2nonc12	7%	?	/	-5%	13%
